NCI-60 one-dose screen, 48 h, at 10 µM unless noted. Numbers give growth in % (100 = growth as untreated, 0 = no growth, -100 = all killed).
HL-60(TB): HL-60(TB) leukemia cells; 9% of 78,000 active; AID 1794776; active means growth percent below 10
* marks the source's active call; other numbers are inactive results; & = joins results of further samples. Not all compounds are listed, so the mix of outcomes need not match the whole.

SMILES	HL-60(TB)
NC(=S)N/N=C/c1ccc(Cl)s1	102.0
O=S(=O)(O)c1ccc(N=Nc2ccc(N=Nc3c(O)c(S(=O)(=O)O)cc4cc(S(=O)(=O)O)ccc34)c(S(=O)(=O)O)c2)cc1	95.4
Cc1cc(C)c2cc(C(=O)N3CCSCC3)[nH]c2c1	105.4
COc1cc(NC(N)=NCCC(C)(C)Oc2ccc(C(F)(F)F)cc2)ncc1C#N	-51.1*
Cc1[nH]c(-c2nc3ccccc3[nH]2)c(C)c1C(=O)NC1CCCCC1	103.9
OC1CCCC(O)C1 (stereo unspecified)	89.9
O=C(CN1CCN(c2cc(=O)[nH]c3ccc(F)cc23)CC1)Nc1ccc(Cl)cc1	87.6
NNC(=O)/C=C(/CC(=O)NN)C(=O)NN	111.1
COP(=O)(CCl)OC	102.4
COc1cc(OC)c(C(=O)CCCN2CCCC2)c(OC)c1	97.6
COc1ccc(/C(C)=C(\c2ccc(Cl)cc2)c2ccc(OCCN3CCOCC3)cc2)cc1	91.2
COC(=O)c1ccc2[nH]c(O)c(C(=Nc3ccc(N(C)C(=O)CN4CCN(C)CC4)cc3)c3cccc(OC)c3)c2c1	-35.9*
Cc1cccc(C)c1NC(=O)c1sc2nc3c(cc2c1N)C(=O)CCC3	104.3
O=C1/C(=C/c2ccc(O)c(O)c2)COc2ccc(-c3ccccc3)cc21	-15.8*
FC(F)(F)Sc1ccc(/C=C/c2cc(/C=C/c3ccc(SC(F)(F)F)cc3)on2)cc1	72.6
CS(=O)(=O)c1ccc(-c2nc3ccccn3c2/C=N/Nc2nc(-c3ccccc3)cs2)cc1	98.0
CC(=O)Nc1ccc(F)c(F)c1	98.2
O=c1sn(CCI)c(=O)n1Cc1ccc(Cn2c(=O)sn(CCI)c2=O)cc1	59.1
CC1(C(=O)OCc2ccccc2)C(=O)C2=C(CCCC2)N1c1ccc(Br)cc1 (stereo unspecified)	81.5
CCOc1ccc(N2C(=O)N(c3ccc(OC)cc3)C(=N)C2=S)cc1	100.9
NC(=O)NNC(=O)c1ccccc1	102.6
N#C/C(C(=O)Nc1ccccc1)=c1\s/c(=C\Nc2ccc(F)cc2)c(=O)n1-c1ccccc1	90.3
O=C(O)c1cn(C2CC2)c2cc(N3CCN(C(=O)CCCN4C(=O)S/C(=C/c5ccc(Cl)cc5)C4=O)CC3)c(F)cc2c1=O	103.1
Cc1nn(-c2ccccc2)cc1/C=C(\C#N)C(=O)Nc1sc2c(c1C#N)CCCC2	102.3
Cc1csc(/N=C(N)/N=C(\N)c2ccccc2F)n1	107.5

Pulled by compound from above:
SMILES	HL-60(TB)
COc1cc(NC(N)=NCCC(C)(C)Oc2ccc(C(F)(F)F)cc2)ncc1C#N	-51.1*
CS(=O)(=O)c1ccc(-c2nc3ccccn3c2/C=N/Nc2nc(-c3ccccc3)cs2)cc1	98.0
COc1cc(OC)c(C(=O)CCCN2CCCC2)c(OC)c1	97.6

Single entries from the entries so far:
`NC(=S)N/N=C/c1ccc(Cl)s1` @ HL-60(TB) = 102.0
`CC(=O)Nc1ccc(F)c(F)c1` @ HL-60(TB) = 98.2
`Cc1cc(C)c2cc(C(=O)N3CCSCC3)[nH]c2c1` @ HL-60(TB) = 105.4
`OC1CCCC(O)C1` (stereo unspecified) @ HL-60(TB) = 89.9
`Cc1csc(/N=C(N)/N=C(\N)c2ccccc2F)n1` @ HL-60(TB) = 107.5

Additional entries.
SMILES	HL-60(TB)
CC(=O)Nc1cccc(C[P+](c2ccccc2)(c2ccccc2)c2ccccc2)c1	81.1
Nc1ccc(S(=O)(=O)Nc2nccs2)cc1N=Nc1ccccc1[N+](=O)[O-]	114.7
COc1ccc2c(C3(c4cn(C)c5cc(OC)ccc45)C(=O)Nc4ccccc43)cn(C)c2c1	104.9
C[C@@H](O)CC[C@@]12C(I)=C3CCCC[C@@]3(C)[C@@H]1CCc1cc3c(cc12)OCO3	107.2
O=Cc1cc([N+](=O)[O-])ccc1O	139.0
O=C(Cn1cc(CSc2nc3ccccc3o2)nn1)Nc1ccc(F)cc1F	102.4
CCOC(=O)/C(C#N)=C\c1c[nH]c2ccccc12	103.7
C[C@@H]1O[C@@H](O[C@@H]2C[C@H](c3ccc4c(c3O)C(=O)C3=C(C4=O)[C@@]4(O)C(=O)C[C@](C)(O)C[C@@]4(O)C=C3)O[C@H](C)[C@H]2O)C[C@H](O)[C@H]1O	99.2
CC(N)C(O)(c1ccccc1)c1ccccc1 (stereo unspecified)	83.1
NC(=O)NCc1ccccc1	97.4
COc1ccc(C(=O)c2cc(C(=O)/C=C/c3ccc(N(C)C)cc3OC)c3cc(C)ccn23)cc1	101.3
Fc1cc(-c2nnc(Nc3ccc(Cl)cc3)o2)cc(F)c1F	101.8
COc1ccc(-c2cc(C#N)c(/N=C\NNC(=O)c3cccnc3)o2)cc1	94.4
CCOC(=O)/C=C/c1ccc(O)c(OC)c1	44.4
CCN1C/C(=N\S(=O)(=O)c2ccccc2)N(CC)C1=S	100.3
NC(=O)N1c2ccccc2C=Cc2ccccc21	64.9&107.0
Nc1ncc(C(=O)O)c(N)n1	93.9
CNC(=O)c1cn2c3c(c(N4CCN(C)CC4)c(F)cc3c1=O)OC[C@@H]2C	99.3
Cc1ccc(-c2nc(C#N)c(NCC(c3ccc(Cl)cc3)N3CCCCC3)o2)cc1 (stereo unspecified)	81.8
COc1ccc(NC(=O)CCn2c(=O)c3c(ncn3C)n(C)c2=O)cc1	96.7
O=C1CCCCC1Nc1ccc(Br)cc1 (stereo unspecified)	81.1
CC(=O)OC1Oc2ccccc2-c2oc(=O)c(-c3cc4ccc(N(C)C)cc4oc3=O)cc21 (stereo unspecified)	-9.4*
O=c1[nH]c2ccccc2c(O)c1/C=N/C(=S)NC1CCCCC1	99.0
CN(NC(=O)NN(C)C(=O)c1ccccc1)C(=O)c1ccccc1	80.5
CCCCC(C(=O)O)c1ccccc1 (stereo unspecified) (tested in a mixture with another compound)	92.8

SMILES	HL-60(TB)
COc1ccc2[nH]cc(/C=N/Nc3cccc(Cl)n3)c2c1	23.7
O=C(Nc1cc(-c2ccccc2)[nH]n1)c1ccc(Cl)cc1	42.1
C#C[C@]1(O)CC[C@H]2[C@@H]3CC=C4c5sc(N=C(N)N)nc5CC[C@]4(C)[C@H]3CC[C@@]21C	-44.8*
Cc1ccc(C2(O)CCN(Cc3ccccc3)CC2)cc1	70.2
CCC(O)(Cc1ccccn1)Cc1ccccn1	90.2
O=C1CC(c2ccc3c(c2)OCO3)Nc2cc3c(cc21)OCO3 (stereo unspecified)	-22.9*
C[C@@H]1O[C@@H](OC[C@H]2OC(Oc3c(-c4ccc(OCCO)c(OCCO)c4)oc4cc(OCCO)cc(O)c4c3=O)[C@H](O)[C@@H](O)[C@@H]2O)[C@H](O)[C@H](O)[C@H]1O (stereo partly specified)	111.2
NCCC1CCCCCC1	99.3
CN(C)C1(C)C=CC2CC1C2(C)C (stereo unspecified)	93.8
O=C(NCc1ccccc1)C(=O)c1cn(CCCn2cc(C(=O)C(=O)NCc3ccccc3)c3ccccc32)c2ccccc12	95.8
Cc1ccc2c(c1)sc(-c1ccc(N(C)C)cc1)[n+]2C	-45.4*
c1nc(C2OCCO2)sc1CN1CCOCC1	107.4
COc1ccc(Oc2nc(NC3CCCC3)nc(Sc3ccc(OC)cc3)n2)cc1	48.3
O=C(CSc1nc2ccccc2c(=O)n1-c1ccccc1)Nc1cccc(C(=O)/C=C/c2ccccc2Cl)c1	108.0
Cc1ccc(NC(=O)Cn2nncc2COc2ccc3ccccc3c2C=O)cc1	104.0
CC1=C(C)C(=O)C(C(C2=C(C)C(=O)C(C)=C(C)C2=O)c2ccccc2)=C(C)C1=O	62.4
Cc1cc(N2CCOCC2)nc(N(CCNc2ccnc3cc(Cl)ccc23)Cc2cccs2)n1	-63.2*
O=C1C(S(=O)(=O)O)=CC(=Nc2ccc(O)cc2)c2ccccc21	97.6
Cc1cc(C(O)(c2ccccc2)C(O)(c2ccccc2)c2ccc(-c3ccccc3)c(C)c2)ccc1-c1ccccc1 (stereo unspecified)	71.3
N=c1c2c(-c3ccccc3)c(-c3ccccc3)oc2ncn1NC(=O)c1ccc(O)cc1	103.1
CC(C)[C@H](NC(=O)c1cn(Cc2ccccc2F)c2ccccc12)C(N)=O	77.5
O=C1Nc2ccccc2[C@]12CC(c1ccccc1)=NN2	-15.8*
CC12CCc3c(ccc4cc(O)ccc34)C1CCC2=O (stereo unspecified)	71.7
COc1cc(Nc2nc3ccccc3nc2NS(=O)(=O)c2ccc(NC(=O)c3ccc(C)c(OC)c3)cc2)cc(OC)c1	26.7&74.8
Cc1ccc(C(=O)c2ccc(Cl)cc2)cc1	100.4

The closing 2 records of the part above lead into the next:
Structure | HL-60(TB)
COc1cc(Nc2nc3ccccc3nc2NS(=O)(=O)c2ccc(NC(=O)c3ccc(C)c(OC)c3)cc2)cc(OC)c1 | 26.7&74.8
Cc1ccc(C(=O)c2ccc(Cl)cc2)cc1 | 100.4
O=C(CSc1ccccn1)C1=S=C2C=CC=CN2C1=O | 110.6
BrCC(Br)CBr | 92.0
CCOc1cc(/C=C2\COc3ccc(-c4ccccc4)cc3C2=O)ccc1O | 127.5
N#CC(c1ccccc1)N1CCCCC1 (stereo unspecified) | 90.4
Clc1ccc(Nc2ncc(Cc3cccc(Cl)c3Cl)s2)cc1 | 100.3
CN(N=O)c1ccc(/C=C/c2ccccc2)cc1 | 85.0
CN1CCCc2cc(/C=C3\SC(=S)N(C(Cc4ccc(O)cc4)C(=O)O)C3=O)ccc21 (stereo unspecified) | 99.9
CCC=C(C(=O)O)C(=O)O | 94.7
Cc1cc(NCCN(C)C)n2c(nc3ccccc32)c1C#N | 91.6
CC12CCC3C4CCC(=O)C(O)=C4CCC3C1CCC2OC(=O)CCC1CCCC1 (stereo unspecified) | 103.8
CCn1c(O)c(/C=N/c2ccccn2)sc1=S | 98.0
O=C1c2ccccc2C(=O)c2c(-c3ccccc3)oc(-c3ccccc3)c21 | 107.6

Structure | HL-60(TB)
CCCCC/C(=C\c1ccccc1)C1OCC(C)(C)CO1 | 84.5
COc1ccc(C2=NN(/C=C3\SC(=O)NC3=Nc3ccc(F)cc3)C(c3ccc(F)cc3)C2)cc1 (stereo unspecified) | 98.1
CCN1CCN(Cc2cn(CC(=O)Nc3ccc4c(ccn4C)c3)nn2)CC1 | 93.3
O=[N+]([O-])c1ccc(N/N=C/c2cccc3ccccc23)cc1 | 74.5
CNc1cccc2c1C(=O)c1cccc(N)c1C2=O | 34.4
O=C(CSc1nnc(-c2ccc(NC(=O)c3cccnc3)cc2)o1)Nc1ccc([N+](=O)[O-])cc1 | 101.2
C=C(C)[C@@H]1CC[C@]2(C(=O)O)CC[C@]3(C)[C@H](CC[C@@H]4[C@@]5(C)Cc6cc(Cc7ccc(Cl)cc7)oc6C(C)(C)[C@@H]5CC[C@]43C)[C@@H]12 | 89.2
C#CCOc1cc(N(CC)CC)ccc1C(C(=O)NC(C)(C)C)N(C(=O)C1CCc2cc(F)ccc2O1)c1ccccc1Br (stereo unspecified) | 21.7
N#C/C(=C\c1cccnc1Cl)C(N)=O | 92.3
CC(=O)OC1OC(COC(c2ccccc2)(c2ccccc2)c2ccccc2)C(OC(C)=O)C(OC(C)=O)C1OC(C)=O (stereo unspecified) | 73.0
C=CC(=O)N1CC=C(c2cc3c(N[C@H](C)c4ccccc4)ncnc3[nH]2)CC1 | 104.4
O=S(=O)(NCCCNc1nccc(-c2[nH]c(-c3ccccc3)nc2-c2ccc(F)c(O)c2)n1)c1ccc(F)cc1 | 107.8

Structure | HL-60(TB)
Cc1ccc(/C=C(\C#N)c2cc3ccccc3[nH]2)o1 | 93.6
CN1CCc2cc3c(cc2C1)OCO3 | 96.5&107.6&89.9
Cc1c(Cl)ccc2c(C(O)CBr)cc(-c3ccccc3)nc12 (stereo unspecified) | 60.7
ClC(Cl)(Cl)C1CO1 (stereo unspecified) | 115.3
CC(C)CC(N)C(=O)NNc1n[nH]c(=S)n1N (stereo unspecified) | 100.3
CCOC(=O)C(CCC1CCCCC1)C(C)=O (stereo unspecified) | 102.6
Cc1ccc(F)cc1N/C=c1\s/c(=C(\C#N)C(=O)Nc2ccccc2)n(-c2ccccc2)c1=O | 111.4
O=C(Nc1ncccc1OCc1ccc(F)cc1)Nc1cccc2ccccc12 | 80.2
Cc1c(C(=O)C(SC(=S)N2CCN(c3ccccc3)CC2)SC(=S)N2CCN(c3ccccc3)CC2)nnn1-c1ccc([N+](=O)[O-])cc1 | 97.6
CC(C)Cn1cnc2c3ccccc3nc(NCn3nc(-c4cc(Cl)cc(Cl)c4Cl)n(/N=C/c4ccc(F)cc4)c3=S)c21 | 105.1
N#Cc1c(N)n2c(nc1=Nc1ccc([N+](=O)[O-])cc1)sc1cc(Cl)ccc12 | 116.5
O=[N+]([O-])c1cccc(-c2nc3sccn3c2-c2ccnc(NCCNS(=O)(=O)c3ccc(Br)cc3)n2)c1 | 60.4

Structure | HL-60(TB)
CCCC(=O)NC(c1cccnc1)c1ccc2c(C)ccnc2c1O (stereo unspecified) | 6.7*
CNc1ccc(CSc2ccc(C)cc2)cc1 | 11.8
C/C(=N/Nc1ccc([N+](=O)[O-])cc1[N+](=O)[O-])C(C)(C)C | 88.9
COc1cc2oc(C(=O)N[C@@H](Cc3ccccc3)C(=O)C(=O)NCc3ccccc3)c(C)c(=O)c2cc1O | 81.5
COc1cccc(/C=C/c2sc(N3N=C(c4ccc(Cl)cc4)CC3c3cccnc3)nc2C)c1 (stereo unspecified) | 100.4
CC1(CO)CCCC1NCCNC1CCCC1(C)CO (stereo unspecified) | 95.2
Cc1cc(N2CCN(C)CC2)nc(NC2CCCC(Nc3ccnc4cc(Cl)ccc34)C2)n1 (stereo unspecified) | -64.9*
C#CC[Se]C(=O)c1ccc(C(=O)[Se]CC#C)s1 | -19.7*
O=C1N[C@@H]2[C@@H](O)[C@@H](O)[C@H](O)C[C@H]2c2cc3c(c(O)c21)OCO3 | -37.8*
CC(=O)N1N=C(c2ccccc2)CC1c1c(C)nn(-c2ccccc2)c1N1CCOCC1 (stereo unspecified) | 102.3
Oc1c(-c2[nH]c3ccccc3c2O)[nH]c2ccccc12 | 110.4
Cc1nc2ccccc2c2[nH]n(-c3ccc(C#N)cc3)c(=O)c12 | 101.1
CC1CCC(C(O)(C(=O)O)C2CCCCC2)CC1C (stereo unspecified) | 92.1
CN(C)c1nc(-c2cccs2)n2nc(-c3ccco3)cc2n1 | 95.3
O=C(Sc1nnc(-c2sc3nnc(-c4ccccc4)c(-c4ccccc4)c3c2O)o1)c1ccccc1 | 96.8
